Bioassay records from PubChem.
E-sel TNF inh = E-selectin induction blockers in HUVEC – imaging, immunofluorescence, high content, primary screen; HUVEC TNFa-induced E-selectin immunofluorescence; 120,000 compounds, 0.71% hits; inhibition, % at 2 µM;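 active = inhibition above the batch mean plus 3 SD, and confirmed as a hit on visual image review, cut at about 43% in these data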;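 note: 0% = TNF-stimulated DMSO wells and 100% = unstimulated control wells; not every result past the cut was called active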
Measles CPE = compounds protecting cells from measles virus cytopathic effect, primary screen, measles RdRp inhibitor project, single point, MLSMR library, absorbance. AID 841, 2007. protection (pct of control), % at 4 µM. Measles virus-infected cells, CPE protection. 140,000 compounds, 1.5% hits; in the data active = protection mostly above about 24%, no sharp cut-off; inactive = mostly below about 26%; note: some compounds called inactive have numbers as strong as hits
GALR2 blocker = GALR2 antagonists in receptor-expressing cells, primary screen. antagonist mode. Galanin receptor type 2 (Homo sapiens), O43603. inhibition, % at 4 µM. 140,000 compounds, 0.39% hits. AID 828, 2007; in the data active = inhibition above about 27%;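 note: cells stimulated with galanin 1-16 at roughly its EC80; 0% = agonist challenge control and 100% = basal control without agonist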
Target sequence (O43603 whole entry, looked up): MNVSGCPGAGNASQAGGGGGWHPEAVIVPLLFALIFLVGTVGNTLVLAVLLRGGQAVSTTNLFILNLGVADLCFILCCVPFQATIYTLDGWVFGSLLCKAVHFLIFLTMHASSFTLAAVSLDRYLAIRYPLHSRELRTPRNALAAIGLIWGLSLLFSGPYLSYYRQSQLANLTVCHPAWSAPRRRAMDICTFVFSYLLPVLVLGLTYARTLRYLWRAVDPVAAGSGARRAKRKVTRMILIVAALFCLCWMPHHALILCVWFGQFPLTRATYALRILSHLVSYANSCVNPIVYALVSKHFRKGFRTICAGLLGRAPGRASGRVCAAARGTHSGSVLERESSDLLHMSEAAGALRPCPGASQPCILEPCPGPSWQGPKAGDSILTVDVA
HCT116 bCat-KO = primary screen for growth suppressors in beta-catenin knockout HCT116 cells (colon tumor, human). HCT116 beta-catenin knockout viability, CellTiter-Glo, 60 h; active compounds read low. 140,000 compounds, 1.5% hits. viability, % at 10 µM;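 active = viability at or under a set limit, the compound median less 4 SD, cut at about 6% in these data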;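 note: 0% = Hyamine 1622 control at 20 µM and 100% = untreated cell control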
MRP-1 activ = H69AR viability gain despite doxorubicin, primary screen, MRP-1 activator project, H69AR cells, CellTiter-Glo | viability rescue | viability increase, % at 10 µM | 140,000 compounds, 0.61% hits;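 active = viability gain under doxorubicin at or above a set limit, the compound median plus 3 SD, cut at about 4.7% in these data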;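 note: MRP-1 overexpressing cells given doxorubicin 25 µM after compound pretreatment; 18-22 h compound pretreatment then 72 h with doxorubicin before readout; 0% = doxorubicin-only wells and 100% = vehicle-treated cells without doxorubicin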
Phagocyt inh = inhibitors of macrophage phagocytosis, primary screen, imaging, J774A.1 cells, IgG beads; J774A.1 macrophage IgG-bead phagocytosis; inhibition, % at 5 µM; 110,000 compounds, 0.07% hits;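 active = inhibition above the mean of the plate negative controls plus 5 SD, cut at about 13% in these data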;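 note: phagocytic index as fraction of beads internalized from green versus red external bead signal; plate controls were DMSO negative control for no effect and cytochalasin-D positive control for full effect; some results beyond the cut were filed as inactive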
HCT116 PTEN-null = growth suppression of PTEN-null HCT116, primary screen, cell-based, CellTiter-Glo; HCT116 PTEN-null viability, 60 h; active compounds read low; viability, % at 10 µM; 140,000 compounds, 1.2% hits; AID 827, 2007;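 active = viability at or below a set limit, 4 SD under the median of all tested compounds, cut at about 3.7% in these data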;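 note: PTEN knockout HCT116 line with beta catenin targeted HCT116 as companion control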
NPY Y2 blocker = NPY-Y2 receptor antagonists, primary screen, cell-based; AID 793, 2007; NPY-Y2 expressing cells, antagonist mode; 140,000 compounds, 0.99% hits; Neuropeptide Y receptor type 2 (Homo sapiens), P49146; inhibition, % at 2.7 µM; in the data active = inhibition above about 17%;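 note: 0% = vehicle with agonist challenge and 100% = reference antagonist with challenge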
Target sequence (P49146 whole entry, looked up): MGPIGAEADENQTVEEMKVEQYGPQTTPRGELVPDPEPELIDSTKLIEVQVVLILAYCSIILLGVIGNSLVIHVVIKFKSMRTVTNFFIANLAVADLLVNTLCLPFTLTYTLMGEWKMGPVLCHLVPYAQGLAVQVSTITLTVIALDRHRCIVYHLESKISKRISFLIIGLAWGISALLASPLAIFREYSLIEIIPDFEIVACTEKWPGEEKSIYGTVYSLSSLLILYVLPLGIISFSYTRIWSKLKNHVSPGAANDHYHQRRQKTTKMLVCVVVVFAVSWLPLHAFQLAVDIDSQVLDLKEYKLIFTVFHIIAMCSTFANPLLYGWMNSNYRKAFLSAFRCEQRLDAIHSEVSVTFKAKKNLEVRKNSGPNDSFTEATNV
Yeast lifespan up = compounds extending yeast replicative lifespan, primary screen, S. cerevisiae, OD615 | AID 775, 2007 | 130,000 compounds, 0.68% hits | S. cerevisiae growth with nicotinamide; deaD strain in restrictive glucose medium | inhibition of the nicotinamide effect, % at 10 µM;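 active = inhibition above a set limit, placed 3 SD over the median of all compounds, cut at about 26% in these data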;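 note: 0% = nicotinamide-treated wells and 100% = cells grown without nicotinamide; some compounds called inactive have numbers as strong as hits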
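Assay system: DeaD-strain S. cerevisiae. Medium: CSMM-D glucose medium, restrictive. Reagent: nicotinamide, 1.5 mM, co-present with compound. Compound: 10 µM single point, 0.25% DMSO. Schedule: culture preincubation 4 h, compound exposure 48 h, both 30 °C. Detection: absorbance at 615 nm.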
Yeast growth inh = growth inhibitors of yeast BB579 in restrictive medium, primary screen, yeast lifespan-shortening project, S. cerevisiae. OD615, 48 h. inhibition, % at 10 µM. 140,000 compounds, 0.51% hits;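 active = inhibition above a set limit, 3 SD over the mean compound inhibition, cut at about 44% in these data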; note: inactives centre near -24
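Detection: OD615 turbidity measurement; Material: Saccharomyces cerevisiae DeaD strain BB579, replicative lifespan model yeast; Timing: 48 h exposure, 30 °C; Doses: single 10 µM dose; Medium: CSMM-D restrictive synthetic medium containing dextrose (glucose); Controls: amphotericin B at 10 µg/mL as positive control.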
* = called active by the depositor; · = no result given. This is a random part of the collection (roughly 6.1% active in at least one column).

SMILES	E-sel TNF inh	Measles CPE	GALR2 blocker	HCT116 bCat-KO	MRP-1 activ	Phagocyt inh	HCT116 PTEN-null	NPY Y2 blocker	Yeast lifespan up	Yeast growth inh
Cc1cc(N(C)NC(=S)Nc2ccccc2)nc(C)n1	·	12	-11	92	-1.5	-5	88	3	1	-7
COc1cc(/C=N\NC(=O)C2C(=O)NCC2c2ccccc2)cc(OC)c1O (centres undefined)	11	5	8	84	-3.7	·	88	1	-9	-8
CCC(=O)Nc1nc2ccccc2n1CCN(C)C	8	10	14	90	-0.7	-1	90	3	-3	-16
CC(C)CN(C(=O)CSc1nn(-c2ccc(Cl)cc2)c(=S)s1)C1CCS(=O)(=O)C1 (centres undefined)	-6	4	-6	80	-3.1	0	74	2	-4	-56
COc1ccc(OC)c2sc(N3CCCCC3)nc12	·	8	0	91	-0.7	-2	112	-1	-10	-57
CCC(=O)NC(c1ccc(C)cc1)c1cc([N+](=O)[O-])c2cccnc2c1O (centres undefined)	3	17	4	13	-2.9	-4	5	9	-4	85*
CCOC(=O)C1=C(N)OC(CCl)=C(C#N)C1c1ccsc1 (centres undefined)	19	5	-7	83	-3.4	-3	90	2	16	0
Cc1ccc(-n2c(SCC(=O)Nc3cc(S(=O)(=O)N4CCOCC4)ccc3Cl)nc3ccccc3c2=O)cc1	·	17	6	94	-4.0	-11	88	3	-3	-21
c1ccc(-c2nc(-n3ccnc3)nc(-n3ccnc3)n2)cc1	-41	4	-2	19	-5.1	2	17	-2	-29	74*
CC(C)(C)C1=C(C#N)C(c2ccncc2)C(C#N)=C(N)O1 (centres undefined)	·	5	32*	96	-2.1	-3	105	0	9	14
COc1cccc(-c2nn(C)c3sc(C(=O)N4CCN(c5ccccn5)CC4)cc23)c1	-45	28	12	53	-2.1	0	45	7	-3	-19
Cc1ccsc1CNn1cnnc1SCc1ccc(Cl)cc1	28	5	-2	75	6.3*	·	80	4	·	0
CC1(C)Cc2c(ccc3ccccc23)/C(=C/C#N)N1	12	5	-6	88	-3.3	-1	91	4	-8	-13
CCOc1ccc(Nc2nc(Cc3nnc(SCC(=O)NCC4CCCO4)n3C)cs2)cc1 (centres undefined)	-15	10	-2	81	-2.2	-3	93	-3	-8	16
CCc1ccc(Nc2nnc(SCC(=O)Nc3cccc(S(=O)(=O)NC4=NCCCCC4)c3)s2)cc1	·	16	4	89	-1.7	·	87	-1	0	-18
CC(C)=C1C2CCC1C(C(=O)NCc1ccccc1)C2C(=O)O (centres undefined)	11	30	12	92	-1.0	-1	91	0	-4	-16
CCN(Cc1ccccc1)c1ccc(/C=C(\C#N)c2ccccn2)cc1	22	16	3	79	2.7	-6	74	3	5	-47
COc1ccc(-c2nc(C#N)c(NCCCN3CCOCC3)o2)cc1	·	10	9	95	1.2	0	100	0	-5	17
COCCn1c(-c2ccc(Cl)cc2)cnc1SCC(=O)NCc1cccs1	-27	4	-14	88	-0.3	-1	73	18*	-12	-22
CCOC(=O)c1nn(-c2ccc(C)c(C)c2)cc1O	-3	9	-6	101	-0.6	-1	112	1	-15	-68

Copied from the list.
Result for CCOc1ccc(Nc2nc(Cc3nnc(SCC(=O)NCC4CCCO4)n3C)cs2)cc1 (centres undefined) in Phagocyt inh: -3
Result for CC(C)=C1C2CCC1C(C(=O)NCc1ccccc1)C2C(=O)O (centres undefined) in Yeast growth inh: -16

Next section.
SMILES	E-sel TNF inh	Measles CPE	GALR2 blocker	HCT116 bCat-KO	MRP-1 activ	Phagocyt inh	HCT116 PTEN-null	NPY Y2 blocker	Yeast lifespan up	Yeast growth inh
COc1ccc(N2C(=O)CC(Sc3ncccc3C(=O)O)C2=O)cc1 (centres undefined)	4	5	-12	97	-1.5	0	98	5	-2	-30
Cc1cnn(-c2cc(N/N=C/c3cccc(F)c3)ncn2)c1	·	3	6	57	-5.0	-9	64	2	-5	-33
CCOC(=O)c1c[nH]c(=O)c(Br)c1O	·	11	9	93	0.7	-2	100	2	4	2
O=C(NCCc1c[nH]c2ccccc12)/C(=C\c1cccs1)NC(=O)c1ccccc1	·	9	-4	83	-0.4	-3	86	7	-4	-3
C=CCNC(=O)CCCC(=O)NCC=C	8	17	-5	60	-6.3	0	73	0	2	-49
COc1ccc(/C(O)=C2/C(=O)C(=O)N(CC3CCCO3)C2c2ccc(OC)c(OC)c2)cc1 (centres undefined)	-9	11	10	93	-1.9	·	95	3	-12	-6
Cc1c(NC(=O)CSc2nnnn2-c2ccc(O)cc2)c(=O)n(-c2ccccc2)n1C	10	8	-1	107	-0.9	0	96	-1	-7	-51
Cc1cc(Cl)ccc1Oc1nccc(N(C)C)c1C#N	-14	76*	7	86	2.4	·	99	6	-13	1
CCCC(=O)Nc1nc2ccc3nc(C)sc3c2s1	·	15	-1	72	-1.2	0	84	-3	-16	-30
CCC(CC)NC(=O)c1ccccc1Oc1ccccc1	10	6	-7	92	-0.9	-1	95	5	-16	-24

Record cards, from the list above:
COc1ccc(/C(O)=C2/C(=O)C(=O)N(CC3CCCO3)C2c2ccc(OC)c(OC)c2)cc1 (centres undefined) is listed with E-sel TNF inh = -9; Measles CPE = 11; GALR2 blocker = 10; HCT116 bCat-KO = 93; MRP-1 activ = -1.9; Phagocyt inh = ·; HCT116 PTEN-null = 95; NPY Y2 blocker = 3; Yeast lifespan up = -12; Yeast growth inh = -6
CCCC(=O)Nc1nc2ccc3nc(C)sc3c2s1 is listed with E-sel TNF inh = ·; Measles CPE = 15; GALR2 blocker = -1; HCT116 bCat-KO = 72; MRP-1 activ = -1.2; Phagocyt inh = 0; HCT116 PTEN-null = 84; NPY Y2 blocker = -3; Yeast lifespan up = -16; Yeast growth inh = -30

Additional compounds:
SMILES	E-sel TNF inh	Measles CPE	GALR2 blocker	HCT116 bCat-KO	MRP-1 activ	Phagocyt inh	HCT116 PTEN-null	NPY Y2 blocker	Yeast lifespan up	Yeast growth inh
COc1ccc(OC)c(NC(=O)CNC(=O)Cn2cnc3ccccc3c2=O)c1	·	23	10	89	-2.2	-2	98	3	-4	-6
O=C(N/N=C/c1ccc(-c2cccc(C(F)(F)F)c2)o1)c1ccccc1Br	·	5	1	97	0.8	·	82	7	-12	-22
C1=CC2c3ccccc3NC(c3ccncc3)C2C1 (centres undefined)	3	17	0	78	-1.7	1	78	-3	12	-35
CCC(=O)N1CCN(c2cc(N3CCN(C)CC3)c(F)cc2[N+](=O)[O-])CC1	·	34	4	93	-0.1	-1	95	5	10	-8
CC[C@H](C)[C@H](NC(=O)[C@H](Cc1ccc(O)cc1)NC(=O)[C@@H](N)C(C)C)C(=O)N[C@@H](Cc1cnc[nH]1)C(=O)N1CCC[C@H]1C(=O)N[C@@H](Cc1ccccc1)C(=O)O	·	-1	-17	81	-0.3	·	89	2	2	4
CCC(C)n1c(SCC(=O)NCc2ccco2)nnc1-c1cccc(S(=O)(=O)N2CCOCC2)c1 (centres undefined)	15	4	5	98	-1.4	-1	97	-1	-8	-60
CCOc1cccc(SCc2noc(C(=O)NCCOC)c2C(=O)O)c1	14	6	-3	80	-1.0	·	99	3	-6	-30
COc1ccnc(Oc2ccc(F)cc2)c1C(=O)N/C=N/OCc1c(Cl)cccc1Cl	20	13	-2	82	-1.5	-1	70	3	-15	-23
CCCCn1c(NC(=O)c2ccccc2)nc2ccccc21	-9	14	7	17	-5.1	·	12	5	-26	-32
O=C1CSC(=S)N1Cc1cccnc1	38	6	-9	3.9*	-6.5	3	3.2*	0	-6	-53
O=C(CN1C(=O)CCC1=O)Nc1ccc2c3c(cccc13)CC2	·	7	-7	104	-0.9	0	107	5	3	-43
Cc1ccc(OC(=O)CCC(=O)Nc2ccc(S(=O)(=O)Nc3cc(C)on3)cc2)cc1	·	4	-6	97	-2.8	·	97	1	·	11
C/C(=N\NC(=O)c1c(Cl)cnn1C)c1cccc(NC(=O)COc2ccccc2)c1	·	8	-21	97	-0.3	0	98	3	-15	-71
O=C(NCCCc1ccccc1)c1ccccc1	3	12	4	96	-2.6	3	98	3	-5	-13
CCOC(=O)C1=C(C)NC(C)=C(C(=O)OCC)C1c1sccc1C	-6	17	-16	66	1.4	0	60	3	24	-28
COc1ccc(NC(=O)C2CCN(S(=O)(=O)c3cccc4cccnc34)CC2)cc1OC	12	5	13	86	-2.9	·	94	2	-6	18
COC(=O)Nc1ccc(S(=O)(=O)N2CCCC(C(=O)NC3CCS(=O)(=O)C3)C2)cc1 (centres undefined)	17	8	6	87	-0.8	-1	99	4	5	-22
O=C(c1ccc(F)cc1)N1CCN(c2cc(N3CCCCC3)c(F)cc2[N+](=O)[O-])CC1	-13	7	-2	74	-1.5	-1	75	4	-4	-41
CCCOc1cc(CN2CCCCC2)cc(C(C)=O)c1	12	4	-7	87	-3.8	-1	93	9	0	-39
Cc1cccc(NC(=O)CCNC(=O)c2ccco2)c1	·	10	-2	92	0.6	·	99	1	1	-21

Structures listed so far printed as active in Measles CPE.
SMILES	E-sel TNF inh	Measles CPE	GALR2 blocker	Phagocyt inh	NPY Y2 blocker	Yeast lifespan up
Cc1cc(Cl)ccc1Oc1nccc(N(C)C)c1C#N	-14	76*	7	·	6	-13

The listing picks up, repeating the 2 entries before the break.
SMILES	E-sel TNF inh	Measles CPE	GALR2 blocker	HCT116 bCat-KO	MRP-1 activ	Phagocyt inh	HCT116 PTEN-null	NPY Y2 blocker	Yeast lifespan up	Yeast growth inh
CCCOc1cc(CN2CCCCC2)cc(C(C)=O)c1	12	4	-7	87	-3.8	-1	93	9	0	-39
Cc1cccc(NC(=O)CCNC(=O)c2ccco2)c1	·	10	-2	92	0.6	·	99	1	1	-21
COc1ccc(O[C@H]2C=C[C@@H](c3ccccc3)O[C@@H]2COC(=O)CC/C(C)=N/OC[C@@H](O)COCc2ccco2)cc1	·	7	-11	50	-2.8	·	31	12	1	-29
CC(=O)Nc1nc(C=C(Cl)Cl)cs1	-10	9	2	79	-2.7	-3	77	3	-13	-24
S=C(Nc1cccc(Cl)c1)Nc1ccccc1Oc1ccccc1	49	5	10	86	-5.6	·	76	0	-2	-22
COc1ccc(-c2csc(N(CC3CCCO3)C(=O)c3ccco3)n2)cc1 (centres undefined)	-2	7	-2	82	-1.0	0	72	12	-11	-26
COc1cc(OC)c(OC)cc1/C=N/N(C)c1ccccc1	6	7	16	87	1.6	0	89	0	-18	-63
Cc1ccc(N(CC(=O)NC(C)c2ccccc2)S(=O)(=O)c2cccs2)cc1 (centres undefined)	-22	0	3	84	-1.6	·	84	5	-3	-43
